EWS-Fli inh = EWS/Fli-driven NR0B1 reporter inhibitors, primary screen, A673 cells, NR0B1 luciferase, luminescence, MLPCN library; viability-normalised; inhibition, % at 12.6 µM; 0.67% of 350,000 active; AID 651661, 2012;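 active means mean inhibition of at least 50% after viability correction, with every replicate also passing that limit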;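 further: firefly luciferase signal divided by Alamar Blue viability fluorescence both relative to DMSO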
PglD inh = C. jejuni PglD acetyltransferase inhibitors, primary screen, biochemical, DTNB colorimetric, single point; 0.098% of 360,000 active; purified PglD enzyme, DTNB colorimetric CoA detection; UDP-N-acetylbacillosamine N-acetyltransferase PglD (Campylobacter jejuni); inhibition, % at 12.5 µM; in the data active means inhibition above about 16%, passing the limit was not always enough; further: strong numbers were not always called active
ERAP1 HTS inh = human ERAP1 aminopeptidase inhibitors, primary screen, biochemical, single point, plate reader; Endoplasmic reticulum aminopeptidase 1 (Homo sapiens), Q9NZ08; recombinant ERAP1, Leu-AMC fluorescence, 60 min; inhibition, % at 10.7 µM; 0.15% of 340,000 active;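 active means mean replicate inhibition of at least 30%, or all replicates individually reaching that 30% level; inactive means mean below 30% and not every replicate reaching it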;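 further: 0% = neutral control wells and 100% = L-leucinethiol positive control wells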
Target sequence (Q9NZ08 whole entry, looked up): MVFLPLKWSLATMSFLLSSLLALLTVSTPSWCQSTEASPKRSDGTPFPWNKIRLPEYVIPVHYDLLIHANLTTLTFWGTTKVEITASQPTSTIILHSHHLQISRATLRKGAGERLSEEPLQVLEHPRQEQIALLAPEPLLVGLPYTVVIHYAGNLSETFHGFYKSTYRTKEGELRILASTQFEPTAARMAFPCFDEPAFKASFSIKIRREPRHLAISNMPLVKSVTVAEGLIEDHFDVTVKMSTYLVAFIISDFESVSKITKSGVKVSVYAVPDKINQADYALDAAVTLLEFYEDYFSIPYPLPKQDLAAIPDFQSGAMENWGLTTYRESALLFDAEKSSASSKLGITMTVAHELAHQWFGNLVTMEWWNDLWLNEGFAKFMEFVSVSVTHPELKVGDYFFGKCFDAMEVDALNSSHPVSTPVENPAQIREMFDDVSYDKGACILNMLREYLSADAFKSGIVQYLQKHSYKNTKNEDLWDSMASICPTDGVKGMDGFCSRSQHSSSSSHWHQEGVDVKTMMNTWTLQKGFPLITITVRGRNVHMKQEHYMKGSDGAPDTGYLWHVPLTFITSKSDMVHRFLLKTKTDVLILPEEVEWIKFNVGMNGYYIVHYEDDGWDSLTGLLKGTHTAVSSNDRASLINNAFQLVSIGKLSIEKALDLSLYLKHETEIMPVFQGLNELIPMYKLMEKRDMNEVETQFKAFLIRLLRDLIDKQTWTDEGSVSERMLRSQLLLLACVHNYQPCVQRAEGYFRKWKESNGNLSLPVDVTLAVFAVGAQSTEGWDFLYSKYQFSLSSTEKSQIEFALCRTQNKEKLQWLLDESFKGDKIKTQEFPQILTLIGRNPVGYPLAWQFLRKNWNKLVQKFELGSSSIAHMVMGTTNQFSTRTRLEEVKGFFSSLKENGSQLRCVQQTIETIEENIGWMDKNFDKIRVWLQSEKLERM
FN deposit inh = inhibitors of fibronectin matrix deposition, primary screen, AH1F cells, Alexa488-fibronectin fluorescence, plate reader. inhibition, % at 12.6 µM. AH1F fibroblasts, overnight. 0.086% of 350,000 active. AID 743247, 2014;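 active means mean inhibition across replicates of 30% or more, regardless of how many single replicates reach that level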;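 further: positive control wells lacked labelled fibronectin entirely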
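Schedule: 1 h cell adhesion before compound, then overnight fibronectin incubation; test system: AH1F fibroblast monolayer depositing Alexa488-labelled fibronectin into matrix; quantity: 10000 AH1F cells per well; probe or stimulus: fluorescent fibronectin at 24 nM final; signal: fluorescence, ex 485 nm, em 525 nm; evaluation: percent inhibition as loss of matrix-bound fibronectin fluorescence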
PGC1a acetyl inh = inhibitors of PGC1a acetylation signal, primary screen, cell-based, U2OS, AlphaScreen, inhibitor mode. inhibition, % at 15.6 µM. AlphaScreen anti-acetyl-lysine; with virally co-expressed GCN5 acetyltransferase. 0.17% of 350,000 active;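 active means every replicate shows inhibition of at least 40%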;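 further: 0% = neutral control wells and 100% = positive control wells; some results beyond the cut were filed as inactive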
PAX8 reporter = inhibitors of PAX8-driven TPO luciferase reporter, primary screen, RMG-I cells, single concentration; SteadyGlo, 24 h; inhibition, % at 12.6 µM; 1.2% of 360,000 active; AID 652154, 2013;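 active means mean replicate inhibition at least 60% with every replicate also reaching 60%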;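 further: luciferase light reporting Pax8 driven TPO promoter activity; plate controls were median of neutral control wells for no effect and mitoxantrone controls for full effect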
S100A4 inh HTS = inhibitors of S100A4-myosin IIA peptide binding, primary screen, biochemical, fluorescence polarization, TAMRA-MyoIIA peptide; Protein S100-A4 (Homo sapiens), P26447; inhibition, % at 10.7 µM; 0.14% of 360,000 active;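 active means mean inhibition of at least 70% across replicates, with every replicate also reaching that level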
Target sequence (P26447 whole entry, looked up): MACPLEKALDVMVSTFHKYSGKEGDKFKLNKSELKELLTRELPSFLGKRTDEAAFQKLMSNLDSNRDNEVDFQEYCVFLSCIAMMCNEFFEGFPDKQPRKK
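Material: S100A4 monomer (human). Medium: Calcium-containing HEPES buffer, pH 7.2. Probe or stimulus: labelled myosin peptide probe, 5 nM. Compound dosing: one concentration per compound. Timing: polarization read 5 min after assay mix addition, stable 5–60 min. Benchmarks: DMSO as neutral control, TFP as positive control.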
LGR2 antag = inhibitors of bursicon-induced LGR2 CRE-luciferase signal, primary screen, cell-based, HEK293, CRE-luciferase reporter, bursicon stimulation | Drosophila bursicon receptor LGR2 (rickets) | bursicon-stimulated, 4 h | inhibition, % at 9.99 µM | 0.35% of 380,000 active;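 active means drop in luminescence signal, shown as inhibition above about 50% in the replicate tests, limit read from the data, passing the limit was not always enough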;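 further: agonist challenge used bursicon conditioned medium at about half maximal strength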
The depositor's hits bear a star; & = joins results of further samples.

For CCOC(=O)NCc1ccc(S(=O)(=O)Nc2ccc(C)cc2)cc1 the results were PglD inh 0, FN deposit inh 7, PGC1a acetyl inh -27 and PAX8 reporter -4.
CC1CCN(S(=O)(=O)N2CCCC(C(=O)NCc3ccc(F)cc3)C2)CC1 (centres undefined) was read as EWS-Fli inh 4, PglD inh 1, ERAP1 HTS inh -2, FN deposit inh 6, PGC1a acetyl inh 13, PAX8 reporter 10, S100A4 inh HTS 21 and LGR2 antag -6.
C[C@@H]1CN([C@@H](C)CO)S(=O)(=O)c2ccc(-c3cncnc3)cc2O[C@@H]1CN(C)C was read as EWS-Fli inh 1, PglD inh 1, ERAP1 HTS inh 2, PGC1a acetyl inh -7, S100A4 inh HTS 26 and LGR2 antag 7.
For COc1cc(C(=O)OCC(=O)N2CC(C)OC(C)C2)cc(OC)c1OC (centres undefined) the results were EWS-Fli inh -7, PglD inh 3, ERAP1 HTS inh -4, FN deposit inh -2, PGC1a acetyl inh -4, PAX8 reporter -9, S100A4 inh HTS -23 and LGR2 antag -2.
CCN(CC)S(=O)(=O)c1ccc(C(=O)NCC(=O)NCCCc2ccccc2)cc1 was read as EWS-Fli inh -1, PglD inh 1, ERAP1 HTS inh -2, FN deposit inh -2, PGC1a acetyl inh -8, PAX8 reporter 7, S100A4 inh HTS 0 and LGR2 antag 6.
Screening COc1ccccc1CN(C)C(=O)c1ccc(S(=O)(=O)Nc2c(C)n(C)n(-c3ccccc3)c2=O)cc1 returned EWS-Fli inh 0, PglD inh 2, ERAP1 HTS inh 1, FN deposit inh -4, PAX8 reporter 15, S100A4 inh HTS 5 and LGR2 antag 23.
Screening CN(CCc1ccccc1)C(c1ccnc2ccccc12)c1nnnn1-c1ccc2c(c1)OCCO2 (centres undefined) returned EWS-Fli inh 19, ERAP1 HTS inh -1, PAX8 reporter 22, S100A4 inh HTS -3 and LGR2 antag 19.
Cc1ccc(N2C(=O)c3ccccc3[C@](C)(C(=O)O)[C@@H]2c2ccc(CO)cc2)nc1 was read as EWS-Fli inh -4, PglD inh 3, ERAP1 HTS inh -1, PAX8 reporter -12 and S100A4 inh HTS -13.
`CCN(CC)Cc1c(C(=O)N2CCc3ccccc3C2)nc2ccc(Cl)cn12` gave EWS-Fli inh 6, ERAP1 HTS inh -1, FN deposit inh -1, PGC1a acetyl inh 5, PAX8 reporter 9, S100A4 inh HTS 0 and LGR2 antag 4.
For COc1cccc(NC(=O)CN(C)C(=O)CCCc2c[nH]c3ccccc23)c1 the results were EWS-Fli inh 13, PglD inh -2, ERAP1 HTS inh 2, FN deposit inh 13, PGC1a acetyl inh -11, PAX8 reporter -3, S100A4 inh HTS 12 and LGR2 antag -3.

Some of these compounds in order of molar mass, descending.
Screening COc1ccccc1CN(C)C(=O)c1ccc(S(=O)(=O)Nc2c(C)n(C)n(-c3ccccc3)c2=O)cc1 returned EWS-Fli inh 0, PglD inh 2, ERAP1 HTS inh 1, FN deposit inh -4, PAX8 reporter 15, S100A4 inh HTS 5 and LGR2 antag 23.
Screening CN(CCc1ccccc1)C(c1ccnc2ccccc12)c1nnnn1-c1ccc2c(c1)OCCO2 (centres undefined) returned EWS-Fli inh 19, ERAP1 HTS inh -1, PAX8 reporter 22, S100A4 inh HTS -3 and LGR2 antag 19.
CCN(CC)S(=O)(=O)c1ccc(C(=O)NCC(=O)NCCCc2ccccc2)cc1 was read as EWS-Fli inh -1, PglD inh 1, ERAP1 HTS inh -2, FN deposit inh -2, PGC1a acetyl inh -8, PAX8 reporter 7, S100A4 inh HTS 0 and LGR2 antag 6.
C[C@@H]1CN([C@@H](C)CO)S(=O)(=O)c2ccc(-c3cncnc3)cc2O[C@@H]1CN(C)C was read as EWS-Fli inh 1, PglD inh 1, ERAP1 HTS inh 2, PGC1a acetyl inh -7, S100A4 inh HTS 26 and LGR2 antag 7.
Cc1ccc(N2C(=O)c3ccccc3[C@](C)(C(=O)O)[C@@H]2c2ccc(CO)cc2)nc1 was read as EWS-Fli inh -4, PglD inh 3, ERAP1 HTS inh -1, PAX8 reporter -12 and S100A4 inh HTS -13.
`CCN(CC)Cc1c(C(=O)N2CCc3ccccc3C2)nc2ccc(Cl)cn12` gave EWS-Fli inh 6, ERAP1 HTS inh -1, FN deposit inh -1, PGC1a acetyl inh 5, PAX8 reporter 9, S100A4 inh HTS 0 and LGR2 antag 4.
For COc1cc(C(=O)OCC(=O)N2CC(C)OC(C)C2)cc(OC)c1OC (centres undefined) the results were EWS-Fli inh -7, PglD inh 3, ERAP1 HTS inh -4, FN deposit inh -2, PGC1a acetyl inh -4, PAX8 reporter -9, S100A4 inh HTS -23 and LGR2 antag -2.
For CCOC(=O)NCc1ccc(S(=O)(=O)Nc2ccc(C)cc2)cc1 the results were PglD inh 0, FN deposit inh 7, PGC1a acetyl inh -27 and PAX8 reporter -4.

Remaining list, next part
C[C@@H]1CN([C@@H](C)CO)C(=O)c2cc(NC(=O)CCC(F)(F)F)ccc2O[C@@H](C)CCCCO[C@H]1CN(C)Cc1ccc(Cl)c(Cl)c1 was read as EWS-Fli inh 16, PglD inh 3, ERAP1 HTS inh -1, PGC1a acetyl inh 0, PAX8 reporter 47, S100A4 inh HTS 52 and LGR2 antag 9.
C[C@@H]1CN([C@@H](C)CO)C(=O)Cc2cc(NC(=O)Nc3cccc4ccccc34)ccc2O[C@@H]1CN(C)Cc1ccc2c(c1)OCO2 was read as EWS-Fli inh 4, PglD inh -4, ERAP1 HTS inh -4, PGC1a acetyl inh -4, PAX8 reporter 4, S100A4 inh HTS 3 and LGR2 antag 7.
For COc1cccc(NC(=O)C[C@H]2CC[C@@H]3[C@@H](COc4ccc(NC(C)=O)cc4C(=O)N3C)O2)c1 the results were EWS-Fli inh 5, PglD inh 3, ERAP1 HTS inh 0, FN deposit inh -1, PGC1a acetyl inh -5, PAX8 reporter -7, S100A4 inh HTS 4 and LGR2 antag -7.
For CCCNC(=O)Nc1ccc2c(c1)C(=O)N(C)C[C@@H](OC)[C@@H](C)CN(Cc1ccc(-c3ccccn3)cc1)[C@@H](C)CO2 the results were EWS-Fli inh -5, PglD inh -1, ERAP1 HTS inh -1, FN deposit inh 14, PGC1a acetyl inh 10, S100A4 inh HTS -4 and LGR2 antag -5.
For CCOc1ccc(C(=O)NC2CCN(S(=O)(=O)CC)CC2)cc1 the results were PglD inh -5, FN deposit inh -14, PGC1a acetyl inh -7 and PAX8 reporter 6.
Screening Cc1ccc(-c2cnc3c(c2)C(=O)N([C@@H](C)CO)C[C@H](C)[C@@H](CN(C)C(=O)CN(C)C)O3)cc1 returned EWS-Fli inh 2, PglD inh 2, PGC1a acetyl inh 3, PAX8 reporter -15, S100A4 inh HTS -3 and LGR2 antag 14.
For Cc1onc(-c2c(F)cccc2Cl)c1C(=O)N=C(N)N1CCCC1 the results were EWS-Fli inh 5, PglD inh -1, ERAP1 HTS inh 1, FN deposit inh 9, PGC1a acetyl inh -1, PAX8 reporter 16, S100A4 inh HTS -6 and LGR2 antag 1.
Screening CN(C)C(=O)C[C@H]1C[C@@H]2c3cc(NC(=O)Nc4ccc(F)cc4)ccc3O[C@@H]2[C@@H](CO)O1 returned EWS-Fli inh 0, PglD inh 0, ERAP1 HTS inh -1, FN deposit inh 8, PGC1a acetyl inh -2, PAX8 reporter 22, S100A4 inh HTS 12 and LGR2 antag -2.
Screening O=C(CSc1nc2c(c(=O)n1-c1ccccc1)SCC2)N1CCOCC1 returned EWS-Fli inh 3, PglD inh -5, ERAP1 HTS inh 1, FN deposit inh 6, PGC1a acetyl inh -9, PAX8 reporter -7, S100A4 inh HTS 5 and LGR2 antag 5.
`Cc1ccc(CNC(=O)C2CC(c3ccccc3[N+](=O)[O-])=NO2)cc1` (centres undefined) gave EWS-Fli inh -9, PglD inh 3, ERAP1 HTS inh 1, FN deposit inh -8, PAX8 reporter 3, S100A4 inh HTS 4 and LGR2 antag -8.
`CN(C)S(=O)(=O)c1cccc(NC(=O)COc2ccccc2C(=O)NCc2ccccc2)c1` gave EWS-Fli inh 5, PglD inh 2, ERAP1 HTS inh -1, PGC1a acetyl inh 3, PAX8 reporter 7, S100A4 inh HTS -3 and LGR2 antag -22.
Screening COc1ccccc1NC(=O)Cc1ccsc1 returned EWS-Fli inh 2, PglD inh 0, ERAP1 HTS inh 4, FN deposit inh 2, PGC1a acetyl inh -12, PAX8 reporter 11, S100A4 inh HTS -3 and LGR2 antag 2.
Screening CC1(C)CN(C(=S)Nc2ccc(F)cc2F)C1=O returned EWS-Fli inh 23, PglD inh 1, ERAP1 HTS inh 0, FN deposit inh -1, PGC1a acetyl inh 3, PAX8 reporter 2, S100A4 inh HTS 1 and LGR2 antag -18.
Screening COc1ccccc1C#Cc1ccc([C@@H]2[C@@H](C#N)N(C(=O)C3CCCC3)[C@@H]2CO)cc1 returned EWS-Fli inh 2, ERAP1 HTS inh -5, FN deposit inh 2, PGC1a acetyl inh -14, S100A4 inh HTS -2 and LGR2 antag 18.
`C[C@H]1CCCCO[C@@H](CN(C)CC2CCCCC2)[C@@H](C)CN([C@@H](C)CO)C(=O)c2cc(NS(=O)(=O)c3ccc(F)cc3)ccc2O1` gave EWS-Fli inh 2, PglD inh 1, ERAP1 HTS inh 0, PGC1a acetyl inh -21, PAX8 reporter 33, S100A4 inh HTS -1 and LGR2 antag 1.
CCO[C@@H]1OC(C(=O)N2CCN(C)CC2)=C[C@H](c2ccc(C(F)(F)F)cc2)[C@H]1CCCO was read as EWS-Fli inh -4&3, PglD inh 0&-2, ERAP1 HTS inh -4&0, FN deposit inh -3, PGC1a acetyl inh 4&13, PAX8 reporter 2&-4, S100A4 inh HTS -20&3 and LGR2 antag 1.
C=CC[C@@H](OC(=O)Nc1ccc(SC)cc1)c1ccc(OCCO)cc1 was read as EWS-Fli inh -10, PglD inh -4, ERAP1 HTS inh 2, PGC1a acetyl inh 7, PAX8 reporter -19 and S100A4 inh HTS 0.
Screening CN1OC[C@@H]2CN[C@H](c3ccc(-c4ccccc4)cc3)C[C@@H]21 returned EWS-Fli inh -77, PglD inh -3, ERAP1 HTS inh -2, FN deposit inh 1, PGC1a acetyl inh -8, PAX8 reporter -101, S100A4 inh HTS -9 and LGR2 antag -27.

Some of these compounds in order of formula weight, low to high.
C=CC[C@@H](OC(=O)Nc1ccc(SC)cc1)c1ccc(OCCO)cc1 was read as EWS-Fli inh -10, PglD inh -4, ERAP1 HTS inh 2, PGC1a acetyl inh 7, PAX8 reporter -19 and S100A4 inh HTS 0.
Screening COc1ccccc1C#Cc1ccc([C@@H]2[C@@H](C#N)N(C(=O)C3CCCC3)[C@@H]2CO)cc1 returned EWS-Fli inh 2, ERAP1 HTS inh -5, FN deposit inh 2, PGC1a acetyl inh -14, S100A4 inh HTS -2 and LGR2 antag 18.
`CN(C)S(=O)(=O)c1cccc(NC(=O)COc2ccccc2C(=O)NCc2ccccc2)c1` gave EWS-Fli inh 5, PglD inh 2, ERAP1 HTS inh -1, PGC1a acetyl inh 3, PAX8 reporter 7, S100A4 inh HTS -3 and LGR2 antag -22.

Bioassay records from PubChem.
